# Myeloid diff MLP: induction of myeloid progenitor differentiation, primary screen, cell-based, flow cytometry, MLPCN library | hit rate 1% among 360,000 | AID 624256, 2012 | calls only at 10 µM | ER-HoxA9 myeloid progenitors, lysozyme-GFP differentiation;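 active = normalized GFP-positive differentiation at or above the plate's own cutoff, the solvent-only control mean plus 3 SD; inconclusive = no clear call, values can overlap the other calls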;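 note: cells exposed to compound for four days before flow analysis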
# Myeloid diff MLP GFP+ MAC1+ %: further read-out of Myeloid diff MLP, marked with its call; GFP+ MAC1+ double positive, %; measured here: differentiation confirmed by MAC1 staining
# The depositor's hits bear a star; i = inactive; ? = inconclusive; · = no result given; + = active, no number. This is a subset, so the mix of outcomes need not match the whole.
SMILES,Myeloid diff MLP,Myeloid diff MLP GFP+ MAC1+ %
COc1ccc(NC(=O)COC(=O)/C=C/c2cccs2)c(OC)c1,i,0.8
COc1ccccc1NC(=O)CSc1nncs1,i,0.8
CCN1C(=O)[C@H]2[C@@H](c3ccc(C)cc3)N3C(=O)N(c4ccc(OC)cc4)C(=O)[C@@]3(CC)[C@H]2C1=O,i,1.7
CC1=C(C(=O)N(C)C)CC(CC(=O)NCCCN(C)C)C(=O)N1CCCN1CCCC1=O (configuration not stated),i,1.0
COc1ccccc1NS(=O)(=O)c1cccc(C(=O)NNC(=O)c2ccc(=O)[nH]c2)c1,i,2.3
COc1ccc(C(=O)COC(=O)/C=C/c2ccccc2[N+](=O)[O-])cc1,i,0.7
COCCN(C(=O)CSc1nc(-c2ccccc2)cn1N)c1c(N)n(Cc2ccccc2)c(=O)[nH]c1=O,i,0.6
Cc1cn([C@H](C(=O)NCCCCCCCCCCC(=O)N2CCNCC2)[C@@H](C)O)nn1,i,0.4
COc1ccc([C@H]2N[C@]3(CCCN(Cc4ccco4)C3=O)[C@H]3C(=O)N(C)C(=O)[C@@H]23)cc1,i,0.5
Cc1ccc(Cc2c(-c3cccc(Cl)c3)nc3c(C)cc(Br)cn23)cc1,i,0.6
COc1ccc(S(=O)(=O)N2CCCC(C(=O)NCc3cccnc3)C2)cc1OC (configuration not stated),i,1.2
CCOc1ccccc1OCC(=O)OCC(=O)c1c(N)n(CC(C)C)c(=O)n(C)c1=O,i,1.2
CC1(C(=O)Nc2ccc3c(c2)OCCO3)CN(S(C)(=O)=O)CC(=O)N1CC(F)(F)F (configuration not stated),i,4.4
COc1ccc(NC(=O)N(C)C[C@H]2Oc3ccc(NC(=O)C4CC4)cc3C(=O)N([C@H](C)CO)C[C@@H]2C)cc1,+,1.6*
Cc1ccc(S(=O)(=O)N2CCN(CC(=O)Nc3ccccc3Cl)CC2)cc1,i,0.8
O=C(NNC(=O)c1ccc2ccccc2c1)c1cccc(Cl)c1,i,1.3
CSCCC(NS(=O)(=O)c1ccc(C)cc1C)C(=O)Nc1cccnc1 (configuration not stated),i,1.2
CCN(CC(=O)Nc1ccccc1OC)C(=O)c1ccc(NC(=O)c2cccs2)cc1,?,·
O=C(COC(=O)c1ccc(Cl)cc1Cl)Nc1cccc(S(=O)(=O)NC2=NCCC2)c1,i,0.7
CCCN(CC1CC1)c1nc(C)nc(Nc2c(Cl)cc(Cl)cc2Cl)c1Cl,i,1.0
COc1ccc(-c2nc3c(Cl)cc(C(F)(F)F)cn3c2Cc2cccc(F)c2)cc1OC,i,0.8
CCOC(=O)c1sc2nc(OCCN3CCOCC3)cc(C)c2c1N,i,0.5
COc1ccc(-c2sc3cc(OC)ccc3c2-c2ccc(OCCN3CCOCC3)cc2)cc1,i,1.0
O=C(NCCO)c1nc(C(=O)c2ccccc2)c2ccccc2n1,i,1.6
COC(=O)c1ccc2nc(-c3cccc(Br)c3)c(Cc3ccccc3OC)n2c1,i,1.2

# Continued.
SMILES,Myeloid diff MLP,Myeloid diff MLP GFP+ MAC1+ %
Cc1ccc(CNC(=O)CCn2cc(-c3ccc(F)cc3)nc2-c2ccncc2)cc1,i,1.5
CCCc1c(-c2ccccc2)ncn1Cc1ccccc1OC,i,1.1
Cc1ccc(S(=O)(=O)CCC(=O)Nc2sccc2C#N)cc1,i,0.8
O=C(O)c1ccccc1Cc1ccc(F)c2ccccc12,i,1.9
CCOC(=O)c1cnc2cc(-c3ccc(C)cc3)nn2c1C,i,1.2
Cc1ncc(C(=O)Nc2ccccc2)[nH]1,i,0.6
C=CCN(c1ccccc1)S(=O)(=O)c1cccc(C(=O)NCc2ccncc2)c1,i,0.8
CCN(CC(=O)NCc1cccs1)C(=O)/C=C/c1cccc(Br)c1,i,1.3
COc1ccc(S(=O)(=O)N2CCOCC2)cc1NC(=O)C1CC(=O)N(c2ccc3c(c2)OCCO3)C1 (configuration not stated),i,1.5
COCCNC(=O)c1cccc2c(-c3cnn(C)c3)coc12,i,0.7
O=C(CN1C(=O)NC(c2ccccc2)(c2ccccc2)C1=O)NCc1ccccc1,i,1.1
COc1ccccc1C1CC(=O)Oc2cc(C)cc(C)c21 (configuration not stated),i,1.5
Cc1cn([C@H]2C[C@H](O)[C@@H](CNC(=O)[C@H](N)Cc3cscn3)O2)c(=O)[nH]c1=O,i,1.2
COCCC(=O)N1CCOCC1c1cc(C(=O)NCc2ccccc2)no1 (configuration not stated),i,2.2
CCOC(=O)[C@@H]1[C@H]2COc3ccc(Br)cc3[C@@H]2N2C(=O)N(c3ccc(Cl)cc3)C(=O)[C@@]12C,i,0.7
CC1(C)CC(=O)C=C(c2ccc(-c3cnc4ccccc4c3)cc2)C1=O,i,0.2
CCCCCCCCN1C(=O)[C@H](CC(=O)NCc2ccccc2)C[C@@]2(C(=O)OCC)CCCC=C12,i,0.8
COc1ccc(S(=O)(=O)NC(=O)C2(C)CCN2C(=O)CCc2ccc(Cl)cc2Cl)cc1 (configuration not stated),i,0.5
Cc1cccc(N2CCN(C(C(=O)NCc3ccccc3)c3ccc(C(F)(F)F)cc3)CC2)c1C (configuration not stated),i,2.8
Cc1noc(C)c1C(=O)Nc1sccc1C(N)=O,i,0.4
COc1cccc(NC(=O)COC(=O)/C=C/c2ccco2)c1,i,0.7
COc1ccccc1C(=O)NC(=O)CSc1nnnn1C,i,0.3
COc1ccc(N2CCN(C(=O)CN3C(=O)NC4(CCCCCC4)C3=O)CC2)cc1,i,0.7
CN(CC(=O)Nc1ccccc1Cl)C1CCS(=O)(=O)C1 (configuration not stated),i,0.6
CC(C)OC(=O)N(C)C[C@@H]1OCc2ccccc2-c2c(n(C)c3ccccc23)C(=O)N([C@@H](C)CO)C[C@H]1C,i,0.8

# Next section, starting with the last two of the part before.
SMILES,Myeloid diff MLP,Myeloid diff MLP GFP+ MAC1+ %
CN(CC(=O)Nc1ccccc1Cl)C1CCS(=O)(=O)C1 (configuration not stated),i,0.6
CC(C)OC(=O)N(C)C[C@@H]1OCc2ccccc2-c2c(n(C)c3ccccc23)C(=O)N([C@@H](C)CO)C[C@H]1C,i,0.8
O=C1c2cccc(-c3ccc(C(F)(F)F)cc3)c2C2CC=CCN12 (configuration not stated),i,0.2
COc1cc2oc(=O)cc(CN(Cc3ccccc3)Cc3ccccc3)c2cc1Cl,i,1.4
C=CCn1c(-c2cccc(S(=O)(=O)N3CCOCC3)c2)n[nH]c1=S,i,0.6
Cc1ccc(C)c(NC(=O)CCN2C(=O)C3CC=CCC3C2=O)c1 (configuration not stated),i,0.4
Cc1cc(Cn2nc(C(=O)NCc3cccc(C(F)(F)F)c3)cc2-c2ccccc2)on1,i,0.9
Cc1csc(=O)n1CC(=O)OCc1nnc(-c2ccc([N+](=O)[O-])cc2)o1,i,0.9
NC(=O)CCCn1c(C(=O)c2cc(Cl)c(N)c(Cl)c2)c2ccc([N+](=O)[O-])cc2[n+]1[O-],?,·
Cc1cc(OCC(=O)Nc2cccc(S(=O)(=O)N3CCCC3)c2)ccc1Cl,i,1.1
COc1ccc(OC)c(S(=O)(=O)NC2CC(=O)N(c3ccc(C)c(C)c3)C2)c1 (configuration not stated),i,0.3
Cc1c(/C(O)=C2\C(=O)C(=O)N(CCCN(C)C)C2c2cccs2)cnn1-c1ccccc1 (configuration not stated),i,1.0
CC(C)c1ccc(S(=O)(=O)N2CCN(CC(=O)Nc3ccc(Cl)cc3F)CC2)cc1,i,1.0
O=C(CSc1ncc(C(F)(F)F)cc1Cl)N1CCNC1=O,i,0.2
CCc1noc(C)c1C(=O)Nc1cc(Cl)ccc1N1CCOCC1,i,0.8
Cc1ccc(S(=O)(=O)c2ccc([N+](=O)[O-])o2)cc1,?,·
Cc1ccc(-n2nnc(-c3cccnc3)n2)cc1,i,1.3
CC(C)(C)c1cc(CCC(=O)NNC(=O)c2ccncc2)cc(C(C)(C)C)c1O,i,0.8
C[C@@H]1CN([C@@H](C)CO)C(=O)CCCn2nncc2CO[C@H]1CN(C)C(=O)c1ccc(N2CCN(C)CC2)cc1,i,1.3
O=C1OC(c2ccccc2)(c2ccccc2)c2ccsc21,i,0.6
CN(C)S(=O)(=O)c1ccc2nnn(OCC(=O)NC3CCS(=O)(=O)C3)c2c1 (configuration not stated),i,0.6
C[C@H](CO)N1C[C@H](C)[C@@H](CN(C)S(=O)(=O)c2cccs2)Oc2ccc(NC(=O)Nc3ccccc3)cc2C1=O,i,0.4
O=C(COc1cc(F)ccc1[N+](=O)[O-])NCCN1C(=O)CSC1=O,i,1.2
COc1ccccc1[C@H]1C(c2ccc(F)cc2)=NN(c2ccccc2)[C@@H]1CO,i,0.3
CN1CCC23c4ccccc4NC1C21CCN(C)C3Nc2ccccc21,i,1.8
CC(C)CNC(=O)C1(C)CCCN1C(=O)C(C)(C)Oc1ccc(Cl)cc1 (configuration not stated),i,1.4
CCCNC(=O)N(C)C[C@@H]1Oc2cc(C#C[C@H](C)O)ccc2S(=O)(=O)N([C@H](C)CO)C[C@H]1C,i,0.5

# Ordered by length of the SMILES (lowest first): part of the list above
SMILES,Myeloid diff MLP,Myeloid diff MLP GFP+ MAC1+ %
Cc1ccc(-n2nnc(-c3cccnc3)n2)cc1,i,1.3
O=C(CSc1ncc(C(F)(F)F)cc1Cl)N1CCNC1=O,i,0.2
CCCNC(=O)N(C)C[C@@H]1Oc2cc(C#C[C@H](C)O)ccc2S(=O)(=O)N([C@H](C)CO)C[C@H]1C,i,0.5

# Continued:
SMILES,Myeloid diff MLP,Myeloid diff MLP GFP+ MAC1+ %
O=C(OCc1ccccc1)c1cc(S(=O)(=O)N2CCCCC2)ccc1N1CCOCC1,i,0.4
CCN1C(=O)[C@H]2[C@@H](c3ccc(-c4ccc(C(C)=O)cc4)cc3)N3CCC[C@@]3(C(=O)OC)[C@H]2C1=O,i,2.9
CCc1nnc(NC(=O)CN2C(=O)N(C)C3(CCCCC3)C2=O)s1,i,0.8
Cc1cccc(C(=O)N[C@@H]2c3ccccc3C[C@@H]2O)n1,i,1.0
O=C(COC(=O)c1ccc(Cl)nc1)Nc1ccc2c(c1)OCCO2,i,0.7
CS(=O)(=O)N(CCc1ccccc1)CC(=O)N1CCCCCC1,i,0.6
O=c1c2ccccc2nc(/C=C/c2cccc([N+](=O)[O-])c2)n1CCCO,i,0.7
C[C@H](CO)N1C[C@H](C)[C@@H](CN(C)S(=O)(=O)c2ccccc2)Oc2ccc(NC(=O)NC3CCCCC3)cc2C1=O,i,0.2
CCc1ccc(C(O)c2ncc(-c3ccc(Cl)cc3)[nH]2)cc1 (configuration not stated),i,0.4
COc1ccc(CN(C)CCCn2ccc(NC(=O)OCc3ccccc3)nc2=O)cc1OC,i,1.0
O=C(COC(=O)c1ccc(Cl)cc1)NCC1CCCCC1,i,0.3
OC(c1ccc(F)c(F)c1)c1nc(-c2cnc3ccccc3c2)cs1 (configuration not stated),i,1.7
COC(=O)CNC(=O)CN(c1ccc(OC)cc1OC)S(=O)(=O)c1ccccc1,i,1.3
COc1ccc(S(=O)(=O)N(C)C[C@H]2OCc3cn(nn3)CCCC(=O)N([C@@H](C)CO)C[C@@H]2C)cc1,i,0.8
O=C(NCc1ccc(F)cc1)c1cc(S(=O)(=O)N2CCCCC2)ccc1N1CCOCC1,i,1.5
Cc1ccc(S(=O)(=O)NC(=O)C2(C)CCN2C(=O)Cc2ccc(-c3ccccc3)cc2)nc1 (configuration not stated),i,0.8
O=C(O)CCCC(=O)OCCc1cc2ccccc2c(=O)o1,i,0.7
CCn1c(SC(C)C(=O)NC2CCCC2)nc2cc(S(N)(=O)=O)ccc21 (configuration not stated),i,1.1
c1ccc2cc(C3OCC4(CCCC4)CO3)ccc2c1,i,0.3
C[C@H](CO)N1C[C@H](C)[C@@H](CN(C)Cc2cccnc2)Oc2ncc(-c3cccc(C#N)c3)cc2C1=O,i,0.6
COc1ccc(S(=O)(=O)NCCSCc2ccc(Cl)cc2)cc1NC(C)=O,i,0.7
O=C(NCC(=O)N1CCN(Cc2c(F)cccc2Cl)CC1)c1cccc(Cl)c1,i,0.5
C[C@@H](C(=O)Nc1ccc(OC(F)F)c(Cl)c1)N1C(=O)C2CC=CCC2C1=O (some centres not stated),i,1.1
Cc1ccc(N(Cc2ccccc2)C(=O)c2cccc(S(=O)(=O)N3CC(C)OC(C)C3)c2)cc1 (configuration not stated),i,0.3
COc1ccc(NC(=O)c2cc(-c3cc(Cl)ccc3OC)n[nH]2)cc1OC,i,1.0

# Entries of single compounds, looked up by structure.
# Profile of CCc1nnc(NC(=O)CN2C(=O)N(C)C3(CCCCC3)C2=O)s1 = Myeloid diff MLP = i; Myeloid diff MLP GFP+ MAC1+ % = 0.8
# Profile of CCc1ccc(C(O)c2ncc(-c3ccc(Cl)cc3)[nH]2)cc1 (configuration not stated) = Myeloid diff MLP = i; Myeloid diff MLP GFP+ MAC1+ % = 0.4
# Profile of O=C(COC(=O)c1ccc(Cl)cc1)NCC1CCCCC1 = Myeloid diff MLP = i; Myeloid diff MLP GFP+ MAC1+ % = 0.3

# (listing goes on)
SMILES,Myeloid diff MLP,Myeloid diff MLP GFP+ MAC1+ %
C[C@@]12C(=O)Nc3cc(F)ccc3C(=O)N1[C@H]1c3ccccc3OC[C@@H]1[C@@H]2c1ccccc1,i,1.5
Cc1cc(C)n2nc(C(=O)OCC(=O)NCc3ccccc3)nc2n1,i,0.5
O=C(COC(=O)c1ccc(F)cc1F)Nc1ccc(S(=O)(=O)N2CCOCC2)cc1,i,0.9
Cc1cc(C)n2c(NC3CCCCC3)c(-c3cccnc3)nc2n1,i,1.1
CN(Cc1ccccc1)C(=O)c1ccc(NC(=O)Cc2ccc(NC(=O)C3CCN(C(=O)C4CCC4)CC3)cc2)cc1,i,0.4
Nc1ccn([C@@H]2O[C@H](C(=O)N3CCCN(Cc4ccccc4F)CC3)[C@@H](O)[C@H]2O)c(=O)n1,i,1.0
COc1cccc(CNC(=O)[C@@H]2CCCN2C(=O)[C@@H]2CCCN2C(=O)c2ccc(Cl)cc2)c1,i,0.9
COc1ccc(-c2cccc(-c3cc(=O)oc4ccc(C(C)(C)C)cc34)c2)cc1,i,1.1

# Source: PubChem (NMMLSC)
